# EP2 mod: modulators of human EP2 prostaglandin E2 receptor; induction, % at 25 µM; EP2-expressing cells, cAMP HTRF FRET, PGE2 co-stimulation; 260,000 compounds, 0.83% hits; AID 940; P43116;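 active = compounds whose cAMP rise, as percent of the full-agonist control response, exceeds 60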;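 note: rat C6 glioma line stably carrying human EP2 under a CMV promoter; the protocol text gives 20 µM as final concentration; 100% = response of wells given 1 µM PGE2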
# PPC-1+TRAIL kill: PPC-1 cancer cell killing with TRAIL present | PPC-1 cells + TRAIL, ATPLite viability luminescence | cell killing (% activity), % at 4 µM | 220,000 compounds, 0.41% hits | AID 1443;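 active = cell killing above 50% in the first pass at 4 µM, then a duplicate retest at 5 µM averaging 50% or more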;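 note: plate controls were cells with TRAIL plus DMSO for no effect and medium-only wells lacking cells for full effect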
# NPY1 pot ag: potentiators or agonists of human neuropeptide Y receptor Y1; NPY-Y1 expressing cells, potentiator/agonist activation; activation, % at 3.6 µM; 220,000 compounds, 0.37% hits; in the data active = activation above about 33%, passing the limit was not always enough;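 note: cells stimulated with NPY at EC10 then isoproterenol at EC100; 0% = low agonist plus stimulus and 100% = saturating agonist plus stimulus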
# Target sequence (P25929 whole entry, looked up): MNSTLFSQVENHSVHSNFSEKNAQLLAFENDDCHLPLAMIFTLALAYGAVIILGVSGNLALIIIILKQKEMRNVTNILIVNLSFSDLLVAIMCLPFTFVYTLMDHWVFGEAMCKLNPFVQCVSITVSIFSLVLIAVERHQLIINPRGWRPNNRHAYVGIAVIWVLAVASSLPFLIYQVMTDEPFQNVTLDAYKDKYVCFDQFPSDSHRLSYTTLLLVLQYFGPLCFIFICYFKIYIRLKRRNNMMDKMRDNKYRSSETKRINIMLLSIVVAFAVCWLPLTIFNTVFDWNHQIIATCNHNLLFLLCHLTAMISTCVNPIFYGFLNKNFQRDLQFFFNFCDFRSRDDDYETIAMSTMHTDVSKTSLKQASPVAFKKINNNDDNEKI
# 14-3-3 Bad PPI: disrupts binding of bovine 14-3-3 zeta to phospho-Bad peptide; P63103; TR-FRET 14-3-3zeta/Dy647-pBad peptide displacement, 1 h; inhibition, % at 21.7 µM; 220,000 compounds, 0.71% hits; AID 781;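 active = inhibition above about 70%, limit read from the data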;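 note: 0% = full 14-3-3 plus peptide FRET controls and 100% = background without 14-3-3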
# TRPML3 ag: agonists of human TRPML3 channel; activation, % at 3 µM; 220,000 compounds, 0.29% hits; HEK293 TRPML3-YFP, Fluo-8 calcium fluorescence; 100% = the carbachol control signal; AID 1448;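 active = activation above its plate's cutoff, the mean activation of the plate's test wells plus 3 SD, cut at about 12% in these data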;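 note: 0% = DMSO only wells and 100% = carbachol wells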
# Target sequence (Q8TDD5 whole entry, looked up): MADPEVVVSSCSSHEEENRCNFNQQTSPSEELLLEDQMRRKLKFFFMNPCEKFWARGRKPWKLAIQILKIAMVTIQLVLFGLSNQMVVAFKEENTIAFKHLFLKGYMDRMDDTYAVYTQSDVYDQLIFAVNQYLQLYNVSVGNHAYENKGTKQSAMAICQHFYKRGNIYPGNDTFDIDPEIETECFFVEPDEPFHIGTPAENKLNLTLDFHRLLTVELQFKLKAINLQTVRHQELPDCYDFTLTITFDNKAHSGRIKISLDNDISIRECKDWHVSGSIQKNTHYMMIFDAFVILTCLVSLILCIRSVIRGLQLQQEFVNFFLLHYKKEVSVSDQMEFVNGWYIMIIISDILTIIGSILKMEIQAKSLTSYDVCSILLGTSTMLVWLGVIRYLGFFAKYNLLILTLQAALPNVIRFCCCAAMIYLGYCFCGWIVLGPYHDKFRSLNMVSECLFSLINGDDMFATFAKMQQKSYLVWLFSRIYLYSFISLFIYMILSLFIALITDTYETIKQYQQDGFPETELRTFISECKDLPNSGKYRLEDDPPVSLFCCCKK
#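 Material: HEK293 cells stably carrying human TRPML3-YFP; compound dosing: single dose, 3 µM final nominal compound, 0.3% DMSO final; incubation: 1-h 37 °C dye load, 5-s basal, 120-s post-compound reads; technique: Fluo-8 intracellular calcium fluorescence, excitation 470-495 nm, emission 515-575 nm; read-out basis: percent activation from peak-to-basal fluorescence ratio, scaled between DMSO and carbachol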
# CHOP inhibitor: CHOP inhibition in unfolded protein response; CHO-K1 CHOP-promoter luciferase, tunicamycin-induced, 15-18 h; AID 2732; inhibition, % at 10 µM; 220,000 compounds, 3.8% hits;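 active = compounds that reduced the stress-induced luciferase reporter signal by more than about 70% of percent inhibition, limit read from the data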;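 note: 0% = tunicamycin plus vehicle and 100% = wells without tunicamycin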
# PGE2 EP2 inh: blocks the human prostaglandin E2 receptor EP2; C6 glioma cells expressing human EP2, cAMP TR-FRET; cells stimulated with saturating PGE2; inhibition, % at 25 µM; 260,000 compounds, 0.52% hits;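 active = percent inhibition above 40 after rounding to a whole number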;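 note: rat C6 glioma host cells with rolipram phosphodiesterase inhibitor present; the protocol text gives 20 µM as final concentration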
# NPY-Y1 antag: NPY-Y1 (human) receptor antagonism; HEK293-CNG Y1 cells, membrane potential fluorescence; NPY at EC95, then isoproterenol; P25929; inhibition, % at 3.6 µM; 200,000 compounds, 1% hits;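 active = inhibition above the campaign mean inhibition of all tested compounds plus 3 SD, cut at about 20% in these data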;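 note: 0% = DMSO wells given NPY plus isoproterenol and 100% = isoproterenol alone without NPY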
#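 System: HEK293 cells with Y1 receptor plus CNG channel / Probe or stimulus: NPY 25 nM then isoproterenol 1 µM plus Ro 20-1724 25 µM / Compound: one concentration, 3.6 µM, in 0.4% DMSO / Schedule: compound incubation 1 h at room temperature, readout 45 min post-stimulation / Measured by: membrane potential fluorescence / Read-out: % inhibition of NPY effect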
# TRPN1 ag: activates the zebrafish TRPN1 channel | HEK293 zebrafish TRPN1-YFP, Fluo-8 calcium fluorescence; 100% = response to 87 µM carbachol | activation, % at 3 µM | 220,000 compounds, 0.18% hits;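 active = activation above its plate's cutoff, the mean activation of test wells on that plate plus 3 SD, cut at about 19% in these data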;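 note: 0% = DMSO alone and 100% = 87 µM carbachol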
#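 Control set: carbachol 87 µM as high control, DMSO as low control; system: HEK293 stable line with zebrafish TRPN1-YFP; read-out: % activation versus carbachol response; detection: intracellular calcium fluorescence with Fluo-8; doses: single test compound dose, 3 µM nominal, 0.3% DMSO; schedule: dye 1 h 37 °C plus 30 min RT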
# * hit, by the source's call; x = not tested or not shown; [ ] = remark or other dose. An excerpt. The share of hits here may be higher or lower than overall.
# Sample of the layout (4 entries):
SMILES,EP2 mod,PPC-1+TRAIL kill,NPY1 pot ag,14-3-3 Bad PPI,TRPML3 ag,CHOP inhibitor,PGE2 EP2 inh,NPY-Y1 antag,TRPN1 ag
CC(=O)c1c(C)[nH]c(C(=O)COC(=O)c2ccc3c(=O)n4c(nc3c2)CCC4)c1C,8,7,15,1,1.5,24,6,11,2.0
Cc1ccc(NS(=O)(=O)c2cccc3nsnc23)cc1,1,28,3,-3,-0.1,3,6,x,-1.4
COc1ccc(CCNS(=O)(=O)c2c(N)n(C)c(=O)n(C)c2=O)cc1OC,15,-2,1,-7,0.9,-3,13,2,-0.2
CC(=O)c1ccc(NC(=O)c2ccc(C)c(Br)c2)cc1,-36,19,15,-2,-0.9,-8,12,3,-0.1

# The listing, previewed entries included:
SMILES,EP2 mod,PPC-1+TRAIL kill,NPY1 pot ag,14-3-3 Bad PPI,TRPML3 ag,CHOP inhibitor,PGE2 EP2 inh,NPY-Y1 antag,TRPN1 ag
CC(=O)c1c(C)[nH]c(C(=O)COC(=O)c2ccc3c(=O)n4c(nc3c2)CCC4)c1C,8,7,15,1,1.5,24,6,11,2.0
Cc1ccc(NS(=O)(=O)c2cccc3nsnc23)cc1,1,28,3,-3,-0.1,3,6,x,-1.4
COc1ccc(CCNS(=O)(=O)c2c(N)n(C)c(=O)n(C)c2=O)cc1OC,15,-2,1,-7,0.9,-3,13,2,-0.2
CC(=O)c1ccc(NC(=O)c2ccc(C)c(Br)c2)cc1,-36,19,15,-2,-0.9,-8,12,3,-0.1
CN1CCN(C(=O)C2CC(=O)N(c3ccc(F)c(Cl)c3)C2)CC1 (configuration not stated),2,6,8,2,0.5,-13,5,1,0.8
Cc1ccc(S(=O)(=O)N(Cc2n[nH]c(=S)n2-c2ccccc2)c2ccccc2)cc1,34,-26,8,-2,-0.1,-16,4,x,-1.7
Cc1cc(C)nc(N/N=C/c2ccccc2)n1,12,x,-24,15,0.4,37,5,-4,0.9
COc1ccc(Cn2c(=O)[nH]c3cc(C(=O)NC4CCN(Cc5ccccc5)CC4)ccc32)cc1,-53,24,-3,-3,0.9,1,6,6,0.1
CC1CCc2nn(CC(=O)NCCCN3CCCC3=O)cc2C1 (configuration not stated),4,10,x,4,x,-16,1,x,x
O=C(C1=C[C@H](c2csc3ccccc23)C[C@H](OCc2ccc(CO)cc2)O1)N1CCOCC1,-4,-13,19,-1,0.2,31,2,0,0.8
Cc1c(Br)cc(C(=O)O)c(C)c1C,18,41,10,12,0.0,36,18,4,0.8
CCn1c(SCC(=O)c2cccs2)nnc1-c1cccs1,5,23,-4,4,0.4,23,11,3,1.0
Cc1occc1-c1nnc(SCc2nnc(-c3ccc(Cl)cc3)o2)n1C,-15,x,9,-8,-0.1,21,9,9,-0.8
Cc1cc(N/N=C\c2ccc(Br)cc2)nc(-n2nc(C)cc2C)n1,8,15,-24,8,-0.5,1,11,x,-0.1
Cc1cn(C(=O)CN2C(=O)c3ccccc3C2=O)c(C)n1,-8,-4,4,-6,0.8,-43,17,8,0.0
CCSc1nnc(NC(=O)C(Cc2ccccc2)n2cccc2)s1 (configuration not stated),-8,23,-7,3,-0.1,67,9,1,0.7
COc1cccc2cc(C(=O)C3=C(O)C(=O)N(CCN4CCOCC4)C3c3ccc(Cl)cc3)oc12 (configuration not stated),4,-1,12,3,-1.1,8,17,x,1.6
N#Cc1c2n(c(=S)n(-c3ccccn3)c1=O)CCCCC2,16,11,2,-22,0.6,-11,6,12,1.8
COc1ccccc1OCCC(=O)OCC(=O)Nc1cc(S(=O)(=O)N2CCOCC2)ccc1Cl,-11,-2,3,10,2.0,-19,7,5,1.0
N#Cc1nc(COc2ccccc2Cl)oc1NCc1cccnc1,-23,25,-3,-9,0.1,19,8,5,0.4
C(=N\n1cnnc1)/c1ccc(OCc2cccc3ccccc23)cc1,-6,0,13,8[fluorescence artefact?],-0.5,57,15,3,-0.4
Cc1cc(-c2cccs2)c2c(n1)sc1c(=O)[nH]c(=O)[nH]c12,31,3,-17,-4,1.2,16,47*,-3,1.3
COc1ccccc1N/C(=N/S(=O)(=O)c1ccc(C)cc1)c1ccccc1,56,12,17,-6,-0.7,-3,11,-4,-2.7
COc1cc(OC)cc(C(C(=O)NCc2ccccc2)N(Cc2ccco2)C(=O)c2ccno2)c1 (configuration not stated),1,-2,1,0,-0.5,17,13,-1,0.3
N#CCC1c2ccccc2CCN1C(=O)Nc1ccc(Cl)cc1 (configuration not stated),-56,25,-3,5,0.9,-17,6,5,0.6
SMILES,EP2 mod,PPC-1+TRAIL kill,NPY1 pot ag,14-3-3 Bad PPI,TRPML3 ag,CHOP inhibitor,PGE2 EP2 inh,NPY-Y1 antag,TRPN1 ag
Cc1ccc2[nH]c3c(N4CCc5ccccc5C4)ncnc3c2c1,-76,3,20,-6,3.4,74*,28,-2,7.6
COc1ccc(CNC(=O)Nc2ccc(C)cc2)cc1,-7,17,-8,3,-0.9,15,16,-4,-0.8
COc1cccc(NC(=S)NC(C)c2ccc(OC)c(OC)c2)c1 (configuration not stated),-12,-2,-8,-11,0.9,-5,7,4,-0.2
CCCCCCCCC(=O)N/N=C(\C)c1ccco1,9,3,-9,3,1.0,51,8,14,1.2
COc1ccc(CN(C)CC(=O)Nc2ccccc2-c2ccccc2)c(OC)c1,13,-5,-13,-11,0.0,60,1,10,-1.1
S=C(NCC1CCCO1)Nc1ccc(Cl)cc1 (configuration not stated),-1,19,-1,-15,1.0,-15,10,3,-1.1
O=C(Nc1ccc(F)cc1F)c1cccn1-c1ncc(C(F)(F)F)cc1Cl,1,16,-25,-3,0.1,43,6,-5,-0.8
O=C1c2ccccc2NC(c2ccc(-c3cccc([N+](=O)[O-])c3)o2)N1O (configuration not stated),-33,3,7,14,0.1,5,9,4,-1.3
COc1ccccc1C1C(C(=O)c2cc3ccccc3o2)=C(O)C(=O)N1CCN1CCOCC1 (configuration not stated),21,12,13,-7,-0.2,50,27,2,0.2
CSCC[C@H](NC(=O)C1CCN(S(=O)(=O)c2ccc(C)cc2)CC1)C(=O)NC1CCS(=O)(=O)C1 (some centres not stated),18,19,-9,-2,-0.1,-29,4,-4,-0.3
Cc1ccc(Cl)cc1NC(=O)CCCN1C(=O)c2cccnc2C1=O,19,-6,19,-3,0.1,-10,1,0,-1.5
CCOCCCn1c(=N)c(C(=O)NCCN2CCOCC2)cc2c(=O)n3cccc(C)c3nc21,12,x,10,-15,1.2,11,x,-1,1.6
COc1ccccc1CNC(=O)C1=C(C)C(=O)OC12CCC(C)CC2 (configuration not stated),15,-18,9,1,0.3,1,10,1,-0.4
CC(=O)Nc1sc(N/N=C/c2ccc(N(C)C)cc2)nc1-c1ccc(C)cc1,-20,8,12,-12,0.8,4,11,x,-0.3
O=C(CN1C(=O)C2C3C=CC(C3)C2C1=O)NCc1ccco1 (configuration not stated),17,28,-1,-6,1.9,-10,12,6,1.3
Cc1cccn2c(=O)c(/C=C(\C#N)C(=O)NCc3ccccc3)c(N3CCC(C(N)=O)CC3)nc12,9,6,20,13,-0.5,-8,5,x,-0.3
O=C(CSc1ccccc1)N1CCN(c2ccccn2)CC1,10,2,-8,-7,0.1,2,9,1,-0.3
O=C(Nc1nnc(SCc2ccc(F)cc2)s1)c1cccnc1Cl,-19,-2,0,-1,0.7,-2,2,12,0.2
Cc1cc(C)n2cc(CSc3nnnn3-c3ccccc3)nc2n1,18,4,1,-7,0.6,-18,6,10,0.4
Cc1nc2ccc(NC(=S)NC3CC3)cc2nc1C,-1,36,-24,-20,0.9,22,12,1,1.7
O=C(CNC(=S)N(Cc1ccc(F)cc1)C1CCCCC1)NCC1CCCO1 (configuration not stated),-20,4,8,-6,0.3,8,9,1,-0.5
N#Cc1ccc(/C=N/NC(=O)c2ccccc2F)cc1,15,20,5,2,0.1,9,10,-1,1.3
O=C(CN1CCN(c2ccccc2)CC1)N1CCc2[nH]c3ccccc3c2C1,-30,-2,1,-20,0.7,20,10,8,2.0
O=C(Nc1ccc(Cl)c(C(F)(F)F)c1)NC1CC2CCCC(C1)N2C1CC1 (configuration not stated),x,x,-9,x,0.5,x,41*,-3,-0.4
CCN(CC)C(=O)CSc1nnc(-c2cnccn2)n1-c1ccccc1,0,7,-1,1,0.9,17,12,-1,-0.1
SMILES,EP2 mod,PPC-1+TRAIL kill,NPY1 pot ag,14-3-3 Bad PPI,TRPML3 ag,CHOP inhibitor,PGE2 EP2 inh,NPY-Y1 antag,TRPN1 ag
CC(C)C(=O)Nc1cccc(NC(=O)c2ccc([N+](=O)[O-])cc2Cl)c1,-3,11,-9,-2,0.7,14,3,1,2.0
CCCc1cc(-c2nc(N)ncc2-c2csc(C)n2)c(O)cc1OC,-52,18,7,3,0.7,47,5,-2,-0.6
CN(c1cccc(NC(=O)Nc2ccc(Cl)cc2)c1)S(C)(=O)=O,-46,34,17,-1,1.4,-3,x,0,12
CC1=CCC2C(=O)N(c3ccc(N4CCOCC4)cc3)C(=O)C2C1 (configuration not stated),8,5,5,-4,0.9,7,6,x,2.1
CCc1nc(-c2ccccc2O)n(-c2ccccc2)n1,42,-33,-11,-6[fluorescence artefact?],-0.1,-38,9,-2,-0.1
O=C(Nc1ccccc1F)Nc1ccccc1OC(F)F,-31,29,1,-4,0.6,18,11,-3,0.5
CCOC(=O)N1CCN(C(=O)/C(=C/c2ccc(OC)c(OC)c2)NC(=O)c2ccccc2)CC1,-12,0,0,4,0.7,-6,10,-2,0.6
COc1ccccc1-c1noc(CSc2nc(C)cc(=O)[nH]2)n1,10,38,5,19,-0.2,-19,3,-3,0.2
CCOc1cc(CNc2cccc3ccccc23)cc(Br)c1OCC(=O)NC(C)(C)C,-3,14,-35,11,0.8,17,21,2,0.2
O=C(CS(=O)(=O)c1cn(Cc2ccc(Cl)cc2)c2ccccc12)N1CCCC1,12,20,8,0,1.1,37,11,3,3.9
CCOC(=O)CNS(=O)(=O)c1ccc(S(=O)(=O)N2CCCC2)cc1,12,13,-7,6,-0.6,26,6,3,-1.1
COc1ccc(-c2csc(=Nc3ccccc3)n2CCO)cc1,24,-16,8,35,1.2,22,12,-3,1.4
CC(=O)C(Sc1nc(-c2ccc(F)cc2)nc2c1c(=O)n(C)c(=O)n2C)C(C)=O,-12,11,-15,11,1.5,38,6,3,0.3
CCN1C(=O)C(CC(=O)Nc2ccc(OC)cc2)N(Cc2ccc3c(c2)OCO3)C1=S (configuration not stated),-20,-16,3,23,0.0,28,5,-2,2.5
Cc1ccccc1Nc1nnc(SCC(=O)NCc2ccco2)s1,25,15,-1,-1,-0.4,25,15,-3,-0.5
